Screens deposited in PubChem BioAssay by National Center for Advancing Translational Sciences (NCATS).
ERK EGF inh = qHTS Assay for Inhibitors of the ERK Signaling Pathway using a Homogeneous Screening Assay; Stimulation with EGF; HEK293-V1b, EGF-stimulated phospho-ERK AlphaScreen; Potency, µM (top dose mostly 11.5 µM), for the others: top-dose activity change, negative = inhibition, usual class: inhibitors; 130,000 tested, 0.41% active; AID 1454, 2008; active = well fitted inhibition curve with a large enough effect; inconclusive = small, poorly fitted or top-dose-only effect, or effect the other way;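 also: plate controls were stimulated vehicle wells for no effect and unstimulated vehicle basal for full effect; nearly all actives have a fitted effect of over 55% in size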
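After overnight plating in 1% FBS, HEK293-V1b cells received test compound for half an hour, then a 5 min pulse of EGF (25 nM); ERK phosphorylation in lysates was read by bead-based AlphaScreen.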
The depositor's hits bear a star; ? = inconclusive; [ ] = remark or other dose. Potency is read from the fitted curve at half-maximal effect.

SMILES	ERK EGF inh
CCOc1ccc2nc(N3CCCC(C(=O)NCC4CCCO4)C3)sc2c1 (centres undefined)	2%[57.5 µM]
C/C(=N\O)c1cc(Cl)ccc1O	-8%[57.5 µM]
CC(C)CN(C(=O)CN1CCN(c2ccc([N+](=O)[O-])cc2)CC1)c1c(N)n(CC(C)C)c(=O)[nH]c1=O	-18%
Cc1cccc(C)c1NC(=O)Cn1nnc(-c2ccc(CN3CCC(C)CC3)cc2)n1	-10%
O=C(O)CC/C(=C\c1ccccc1[N+](=O)[O-])c1nc2ccccc2s1	3%
Cc1cc(Cl)ccc1C(=O)C1CCCN(C(=O)c2cscn2)C1 (centres undefined)	0%
O=C(NNC(=O)c1ccccc1Cl)c1ccccc1Cl	-12%[57.5 µM]
CCOc1ccc(-c2c(C)n([O-])c3c([n+]2=O)CCCCC3)cc1	-13%
C=CCn1c(C)cc(C(=O)Cn2ncc(Cl)c(Cl)c2=O)c1C	8%
C=CCNC(=O)C(=O)NCC1CCCN1CC (centres undefined)	8%
CC(=O)[C@@]1(O)CC[C@H]2[C@H]3C[C@@H](C)C4=CC(=O)C=C[C@]4(C)[C@@]3(F)[C@@H](O)C[C@]21C	-14%[25.7 µM]
C=CCNC(=O)NC(=O)CSc1nnc(C(F)(F)F)n1C	21%
COc1ccccc1N1CCN(C(=O)CN2C(=O)c3ccccc3S2(=O)=O)CC1	4%[57.5 µM]
CCOC(=O)C(Cc1ccc(Cl)cc1Cl)c1ccno1 (centres undefined)	1%
CC(=O)c1c(N2CCOCC2)nc2ccc(Br)cc2c1-c1ccccc1	-3%[57.5 µM]
CC(C)Cn1c(-c2csc(C(C)C)c2)n[nH]c1=S	-12%
Cc1c(-c2ccccc2)nc2ccccc2c1C(=O)OCC(=O)Nc1ncc(C(F)(F)F)cc1Cl	-5%
CCN(CC)S(=O)(=O)c1ccc(NC(=O)C(C)N(c2ccccc2)S(C)(=O)=O)cc1 (centres undefined)	5%
COc1ccc(/C=C2\OC(=S)N(C)C2=O)cc1	13%
Cc1ccc(C(NC(=O)C(C)C)c2cc([N+](=O)[O-])c3cccnc3c2O)cc1 (centres undefined)	0%
O=C(CSc1nnc(CNC(=O)c2cccs2)o1)NC1CCCC1	0%
Cc1ccc(NC(=S)N(CCCN2CCN(C)CC2)Cc2cccs2)cc1C	-3%
COc1ccccc1N(CC(=O)NCc1ccccc1)C(=O)CCC(=O)Nc1cc(C)ccn1	-6%
COc1ccc2[nH]cc(CCNc3nc(-c4cccc(NS(C)(=O)=O)c4)nc4ccccc34)c2c1	21%
O=C(NC1CC1)C1=C[C@H](C2CCCCC2)C[C@H](OCc2ccc(CO)cc2)O1	-7%[57.5 µM]
CCOC(=O)C1(Cc2cccc(Cl)c2)CCCN(C(=O)CCC(=O)N(C)C)C1 (centres undefined)	-9%[57.5 µM]
COc1ccnc(Oc2ccccc2)c1C(=O)N/C=N/OCc1ccccc1	0%[57.5 µM]
COc1ccc(S(=O)(=O)NCC2CCCN(C(=O)c3sccc3C)C2)cc1 (centres undefined)	-4%
CCC1CCCCN1C(=O)CNCC1CCCO1 (centres undefined)	-5%
CN(C)N=Nc1nc2c(c(=O)n(C)c(=O)n2C)n1C	4%[57.5 µM]
Cc1ccccc1OCCn1cc(C(=S)N2CCN(C)CC2)c2ccccc21	-3%
CC(C)c1ccc(NC(=O)CSC(C)c2nc3ccccc3c(=O)[nH]2)cc1 (centres undefined)	-6%[57.5 µM]
O=C(CCc1nc2ccccc2c(=O)[nH]1)Nc1ccc(F)c([N+](=O)[O-])c1	2%
COc1cc(S(=O)(=O)N(Cc2ccccn2)Cc2ccco2)ccc1-n1cnnn1	11%
O=C(Cn1cc(C(F)(F)F)ccc1=O)N/N=C/c1ccc(Cl)cc1	6%
COc1ccc(C(=O)Cn2c(Cl)nc3c2c(=O)n(C)c(=O)n3C)cc1	2%[57.5 µM]
CN(c1ccccc1)S(=O)(=O)c1cccc(Cl)c1Cl	-7%[57.5 µM]
Cc1ccc(/C=C/C(=O)O)cc1S(=O)(=O)NCc1cccnc1	2%[57.5 µM]
O=C1c2ccccc2NC(c2ccccn2)N1NS(=O)(=O)c1ccccc1 (centres undefined)	1%
COc1ccc(OCCn2cc(/C=N/NC(=O)c3ccncc3)c3ccccc32)cc1	0%

Laid out differently: 2 of the compounds above.
| Molecule | ERK EGF inh |
| --- | --- |
| O=C(NC1CC1)C1=C[C@H](C2CCCCC2)C[C@H](OCc2ccc(CO)cc2)O1 | -7%[57.5 µM] |
| CCOC(=O)C1(Cc2cccc(Cl)c2)CCCN(C(=O)CCC(=O)N(C)C)C1 (centres undefined) | -9%[57.5 µM] |

The list continues:
SMILES	ERK EGF inh
COc1ccccc1CC(=O)NCc1csc(-c2cccs2)n1	3%[57.5 µM]
CCCCCCCCCCCC(=O)NC(Cc1ccc(OC)c([N+](=O)[O-])c1)C(=O)O (centres undefined)	-5%[57.5 µM]
COc1ccc2[nH]c3c(=O)n4c(nc3c2c1)SCCC4	-1%
CSc1nc2ccc(NS(=O)(=O)c3ccccc3F)cc2s1	4%
CCSCc1nnc(SCC(=O)Nc2ccc(F)cc2)n1CC	-14%
Cc1nn(CCC#N)c2[nH]c(=O)cc(C(F)(F)F)c12	-3%
Cc1ccc(NC(=O)C(NC2CCCC2)c2ccccc2)cc1Cl (centres undefined)	-9%[57.5 µM]
CN(C1=C(NC(=O)c2ccccc2)C(=O)c2ccccc2C1=O)C1CCS(=O)(=O)C1 (centres undefined)	5%
O=C(COC(=O)COc1ccc(Cl)cc1)Nc1ccc(N2CCOCC2)cc1	-1%
COC(=O)c1ccccc1NC(=O)Nc1ccc(C)cn1	-1%

Quoted at random: five entries already listed.
SMILES	ERK EGF inh
COc1ccccc1CC(=O)NCc1csc(-c2cccs2)n1	3%[57.5 µM]
CN(C1=C(NC(=O)c2ccccc2)C(=O)c2ccccc2C1=O)C1CCS(=O)(=O)C1 (centres undefined)	5%
CSc1nc2ccc(NS(=O)(=O)c3ccccc3F)cc2s1	4%
CCSCc1nnc(SCC(=O)Nc2ccc(F)cc2)n1CC	-14%
O=C(COC(=O)COc1ccc(Cl)cc1)Nc1ccc(N2CCOCC2)cc1	-1%

The list continues:
SMILES	ERK EGF inh
N#C/C(=C\c1cccnc1)C(=O)Nc1ccc(C(=O)O)cc1	-6%
Fc1ccc(CSc2nnc3ccccn23)c(Cl)c1	2%
CC(C)(C)NC(=O)C(c1ccc(I)cc1)N(CCN1CCOCC1)C(=O)CCCNC(=O)c1ccccc1 (centres undefined)	6%
CCc1cccc(CC)c1NC(=S)Nc1cccc(Cl)c1Cl	-3%[57.5 µM]
CC(C)N=C1NN=C(c2ccc(F)cc2)CS1	6%
CN(CCCN1CCOCC1)Cc1nc(-c2ccccc2)no1	0%
CSC1=C(C#N)C(C)CC(=O)N1 (centres undefined)	8%
O=C(/C(=C/c1cccc(Cl)c1)c1nc2ccccc2[nH]1)c1ccccc1	2%
COC(=O)c1cccc(NC(=O)COc2cccc([N+](=O)[O-])c2)c1	-3%
COc1ccc(OCc2nnc(NC(=O)Nc3ccccc3F)s2)cc1	-13%[57.5 µM]
COc1ccccc1NC(=O)c1cc2cc(Br)ccc2cc1O	-4%[57.5 µM]
CC(C)C[C@@H](CC(=O)N[C@@H](CCC(=O)O)CC(=O)O)NC(=O)[C@@H]1CNCC[C@H]1NC(=O)C[C@@H](NC(=O)C[C@H](Cc1ccccc1)NC(=O)[C@@H]1CCCC[C@H]1N)C(C)C	-10%
O=C(C1COc2ccccc2O1)N1CCN(c2ccccc2Cl)CC1 (centres undefined)	-35%
CCSc1nnc(NC(=O)CCn2c(=O)oc3ccccc32)s1	-3%[57.5 µM]
CC(C)(C)NC(=O)NC(=O)CN1CCN(c2ccc(O)cc2)CC1	-5%
C#CCOCCOCCOCCNc1nc(N2CCN(C(=O)Cn3cc(CC(C)O)nn3)CC2)nc(N2CCN(C(=O)[C@H]([C@@H](C)CC)n3cc(CCCN=C(N)N)nn3)CC2)n1 (some centres undefined)	-2%
N#Cc1cc([N+](=O)[O-])cnc1Nc1ccccc1	-3%
C=CCNC(=O)c1nc2ccccc2s1	5%
COc1ccc(Cl)cc1C(=O)Nc1ccc(NC(C)=O)cc1	-1%
Cc1nc2ccc(NC(=O)c3ccc(Cl)c(S(=O)(=O)N(C)c4ccccc4)c3)cc2s1	0%

Molecules above containing a COOH group, in the order listed:
SMILES	ERK EGF inh
O=C(O)CC/C(=C\c1ccccc1[N+](=O)[O-])c1nc2ccccc2s1	3%
Cc1ccc(/C=C/C(=O)O)cc1S(=O)(=O)NCc1cccnc1	2%[57.5 µM]
CCCCCCCCCCCC(=O)NC(Cc1ccc(OC)c([N+](=O)[O-])c1)C(=O)O (centres undefined)	-5%[57.5 µM]
N#C/C(=C\c1cccnc1)C(=O)Nc1ccc(C(=O)O)cc1	-6%
CC(C)C[C@@H](CC(=O)N[C@@H](CCC(=O)O)CC(=O)O)NC(=O)[C@@H]1CNCC[C@H]1NC(=O)C[C@@H](NC(=O)C[C@H](Cc1ccccc1)NC(=O)[C@@H]1CCCC[C@H]1N)C(C)C	-10%

(more compounds)
SMILES	ERK EGF inh
CCN1CCN(c2cc(C)c3cc(NC(=S)N4CCC5(CC4)OCCO5)ccc3n2)CC1	-5%
O=C(Nc1ccc(C(=O)N2CCOCC2)cc1)Nc1cccc(Cl)c1	7%
CCN(CC)CCNc1nc(-c2cccs2)c(CC(=O)O)s1	3%
COc1ccc(N/C(N)=N/c2nc(C)cc(C)n2)c(OC)c1	-3%
CC(C)C[C@H](NC(=O)OC(C)(C)C)C(=O)N1CCC(C(=O)N[C@@H](Cc2ccccc2)C(=O)O)CC1	?
COc1cccc(-n2c(C)nn(CCOc3ccccc3)c2=O)c1	2%
O=C(NCC1CCCO1)/C(=C/c1ccc(Cl)cc1)NC(=O)c1ccccc1 (centres undefined)	2%
CCN(C(=O)c1cc2ccccc2o1)C12CC3CC(CC(C3)C1)C2	-2%
CC(Cl)C(=O)NNC(=O)CNS(=O)(=O)c1ccccc1 (centres undefined)	5%
CCOC(=O)N1CCC(NS(=O)(=O)c2ccc(NC(C)=O)c(Cl)c2)CC1	-4%[57.5 µM]
Cc1cccc(NC(=O)COc2ccc(/C=C\c3[nH]c(=O)[nH]c(=O)c3[N+](=O)[O-])cc2)c1	3%
S=C(NC1CC1)N1CCc2ccccc2C1	-4%
Nc1nonc1-c1noc(N2CCOCC2)n1	-3%
N#C/C(=C\c1ccncc1)c1nc2ccccc2o1	-2%[57.5 µM]
O=S(=O)(NCC(c1ccco1)N1CCN(c2ccccc2F)CC1)c1ccccc1 (centres undefined)	-7%
CC(C)CCN1CCN(CCCn2cccn2)CC1CCO (centres undefined)	-27%
C/C(=N\NC(=S)Nc1c(C)cccc1C)c1ccc(OC(F)F)cc1	6%
O=C1OC(C(=O)O)Cc2ccccc21 (centres undefined)	1%
COc1ccc(Br)c(C(=O)NC2CCCC2)c1	0%
CC(=O)Nc1ccc(NC(=O)/C=C/c2ccc3c(c2)OCO3)cc1	-9%
O=C1CC(c2ccccc2)CC(O)=C1C=Nc1ccccc1 (centres undefined)	-1%
CCOC(=O)Cc1csc(NC(=O)Nc2ccc(Cl)cc2)n1	11%[57.5 µM]
Cc1ccc(NC(=O)Nc2ccno2)cc1	2%[57.5 µM]
Cc1cc(C(=O)N/N=C/c2ccc(-c3cccc(Br)c3)o2)n[nH]1	-2%[57.5 µM]
COCCNc1nc(-c2ccc(OC)cc2)c(-c2ccc(OC)cc2)s1	-3%
O=C(O)c1ccccc1Cc1nc2cc(Cl)ccc2c(=O)[nH]1	-2%
Cc1c(CC(=O)Nc2ccc(Cl)cc2)sc2ccc(Cl)cc12	-1%[57.5 µM]
Cc1nc(-c2ccccc2)sc1C1(C)CC(c2cccc([N+](=O)[O-])c2)=NO1 (centres undefined)	-4%[57.5 µM]
CCCOc1ccc(C2CC(=O)NC2=O)cc1 (centres undefined)	5%
O=C(c1ccc(Oc2cc(Cl)cc(Cl)c2)o1)N1CCCCC1	6%[57.5 µM]
Cc1cccc(N2CCN(CC(O)COc3ccccc3Cl)CC2)c1 (centres undefined)	-11%[57.5 µM]
CCOC(=O)c1c(C)oc(NC(=O)CCl)c1C(=O)OCC	1%
CC(/C=N/NC(=O)c1c(Br)cnn1C)=C\c1ccccc1	-5%
CCC(CC(C)(C)O)C(=O)NNC(=S)Nc1ccccc1 (centres undefined)	-1%
O=C(O)COc1cccc(-c2ocnc2-c2nc(-c3ccccc3)c(-c3ccccc3)o2)c1	-5%
CCn1c(SCC(=O)N/N=C(\C)c2ccco2)nnc1-c1ccccc1	0%
Cc1cc(C)cc(-c2nnc(SCC(=O)c3ccc4c(c3)OCCO4)o2)c1	1%
COc1ccc(Cl)cc1NC(=O)C1(c2cccs2)CCOCC1	-6%
COC(=O)N1CCC[C@@]2(CCN(c3ccccc3)C2)C1	10%
Cc1ccc(C)c(NC2=NCC(=O)N2c2ccc3c(c2)OCCO3)c1	-2%
CCO/C([O-])=N/c1c[n+](N2CCOCC2)no1	-10%
COc1ccc(C/C(C)=N/NC(=S)Nc2ccccc2F)cc1	?
CCNC(=O)c1c(O)c2c([nH]c1=O)CCCC2	-9%[57.5 µM]
COCC(=O)N1CCC[C@@]2(CCN(c3ccccc3)C2)C1	10%
CC(=O)NNC(=O)c1sc(=S)n2c1[nH]c(=O)c1sccc12	1%
CN(C=[N+](C)C)c1cccc2c1C(=O)c1ccccc1C2=O	18µM*
O=C(C(=O)N1CCCc2ccccc21)c1cn(CC(=O)N2CCOCC2)c2ccccc12	1%
CCC(=O)OCC(=O)Nc1ccc2c(c1)OCO2	-2%
CCO[C@@H]1OC(C(=O)NCc2ccccc2)=C[C@H](c2ccc(Br)cc2)[C@H]1CCCO	-13%[57.5 µM]
O=C(NCc1ccc2c(c1)OCO2)c1n[nH]c(=O)c2ccccc12	6%[57.5 µM]
Cc1ccc2oc(=O)c(/C=C(\O)C(C)(C)C)nc2c1	-3%
Cc1cc2nc(/N=C(\N)NC(=O)C(C)C)nc(C)c2cc1C	1%[57.5 µM]

Some of the compounds tested; rates above refer to the full screens.
